Screens (PubChem BioAssay)
Tcruzi prolif – inhibitors of T. cruzi proliferation; hit rate 5.9% among 77,000; inhibition, % at 8.34 µM; T. cruzi beta-gal in NIH3T3, GalScreen luminescence, 90 h;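 active means mean inhibition above about 93%, with at least 55% of replicates each passing it, limit read from the data, passing the limit was not always enough; inconclusive means only one of those two conditions holds; inactive means neither condition holds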
C diff HTS – C. difficile growth inhibition; Clostridium difficile clinical isolate growth, OD600, 24 h; active compounds read low; growth activity, negative = inhibition, % at 16 µg/mL (by protocol); hit rate 0.25% among 86,000; AID 1259249;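 active means mean growth activity at or below -80% and every replicate also at or below -80%; inconclusive means mean at or below -80% but some replicate above -80%; inactive means mean growth activity above -80%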;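 further: 0% = DMSO wells and -100% = levofloxacin 16 µg/mL wells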
Pf Dd2 inh – inhibitors of Plasmodium falciparum Dd2 growth; activity change, % at 10 µM; hit rate 2.3% among 94,000; AID 1159554; P. falciparum Dd2 growth, SYBR Green, 72 h; active compounds read low; in the data active means activity change below about -80%; inconclusive means no clear call, values can overlap the other calls
GASC1 inh – KDM4C (human) demethylase inhibition; Q9H3R0; GST-KDM4C 2-372, H3K9me3 peptide, LANCE TR-FRET; inhibition, % at 12.5 µM; hit rate 0.15% among 96,000; AID 720574;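 active means mean replicate inhibition above about 25%, with at least 55% of replicates also reaching it, limit read from the data, passing the limit was not always enough; inconclusive means only one of those two conditions met; inactive means neither condition met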
Target sequence (Q9H3R0 2-372 limits assumed): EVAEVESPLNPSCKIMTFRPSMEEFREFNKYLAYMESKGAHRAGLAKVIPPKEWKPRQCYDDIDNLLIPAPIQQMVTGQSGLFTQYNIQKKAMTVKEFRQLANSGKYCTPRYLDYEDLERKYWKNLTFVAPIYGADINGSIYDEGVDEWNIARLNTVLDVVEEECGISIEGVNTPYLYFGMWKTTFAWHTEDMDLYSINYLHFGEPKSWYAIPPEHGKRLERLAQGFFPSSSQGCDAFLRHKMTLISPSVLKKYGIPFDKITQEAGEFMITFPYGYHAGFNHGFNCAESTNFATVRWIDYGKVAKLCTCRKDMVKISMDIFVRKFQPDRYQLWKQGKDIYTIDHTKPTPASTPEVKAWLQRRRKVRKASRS
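Test system: N-terminal GST-fused human GASC-1 (KDM4C) fragment, residues 2-372; quantity: GASC-1 enzyme at 10 nM final in reaction; dosing: single dose; schedule: 30 min demethylation and 1 h detection at room temperature; signal: LANCE TR-FRET, excitation 340 nm, emissions 618 and 671 nm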
* marks the source's active call; other numbers are inactive results; u = inconclusive; x = no result given; & = joins results of further samples.

SMILES	Tcruzi prolif	C diff HTS	Pf Dd2 inh	GASC1 inh
Cc1ccc(S(=O)(=O)N(C)C[C@H]2OCCCC[C@H](C)Oc3ccc(NC(=O)c4ccccc4)cc3C(=O)N([C@@H](C)CO)C[C@H]2C)cc1	-40	x	-86*	0.3
CN(C)C(=O)c1cccc(-c2ccc(C3[C@H]4CNC[C@@H]3N4C(=O)Nc3cc(F)ccc3F)cc2)c1 (stereo partly specified)	x	-11&-9	24&9	-1.0&8.3
C[C@H]1CN([C@@H](C)CO)C(=O)c2cccc(NS(=O)(=O)c3ccccc3)c2O[C@H]1CN(C)C(=O)NC1CCCCC1	60	1	0	-0.7
CCC(=O)N1C[C@@H](O)COC[C@@H]2O[C@H](CC(=O)N3CCCCC3)CC[C@H]21	-78	1&-4	4	0.3
O=C(C[C@H]1C=C[C@H](NC(=O)c2ccccn2)[C@@H](CO)O1)NCc1cc(F)cc(F)c1	-25	x	19	0.8
C[C@@H]1CN([C@H](C)CO)C(=O)c2cc(NC(=O)Nc3ccc(C(F)(F)F)cc3)ccc2O[C@@H](C)CCCCO[C@H]1CN(C)S(=O)(=O)c1cn(C)cn1	15	-5	-31	0.0
COc1ccc(S(=O)(=O)N(C)C[C@H]2OCCCC[C@@H](C)Oc3ccc(NC(=O)c4ccncc4)cc3C(=O)N([C@H](C)CO)C[C@@H]2C)cc1	41	-5	-36	0.2
O=C(C1CC1)N1CC(=O)N2[C@H](C1)[C@H](c1ccc(-c3ccccc3F)cc1)[C@@H]2CO	x	-16	-9	2.4
C[C@H](CO)N1C[C@H](C)[C@H](CN(C)S(=O)(=O)c2cn(C)cn2)OCCCC[C@H](C)Oc2ccc(NC(=O)Cc3ccccc3)cc2C1=O	-12	5	6	-1.3
C[C@H]1CN([C@@H](C)CO)C(=O)Cc2cc(NS(=O)(=O)c3ccc(F)cc3)ccc2O[C@H]1CN(C)Cc1ccc(C(F)(F)F)cc1	20	-3	-22	-2.8
COc1ccc(S(=O)(=O)Nc2ccc3c(c2)C(=O)N([C@@H](C)CO)C[C@H](C)[C@@H](CN(C)Cc2ccccc2)O3)cc1	25	-2	2	0.9
COc1ccc(-c2ccc(C3[C@@H]4CN(Cc5ccccn5)C[C@H]3N4)cc2)cc1 (stereo partly specified)	x	-12&43	-75&-65	6.0&4.0
C[C@@H]1CN([C@@H](C)CO)C(=O)c2ccccc2-c2ccccc2CO[C@@H]1CN(C)S(=O)(=O)c1cccs1	115*	3	3	-2.6
CC(C)C#Cc1cnc2c(c1)C(=O)N([C@@H](C)CO)C[C@H](C)[C@H](CN(C)Cc1ccccn1)O2	35	4	4	x
CCNC(=O)C[C@@H]1CC[C@H]2[C@H](COc3ccc(NC(=O)Nc4cccc(F)c4)cc3C(=O)N2C)O1	0	3	-3	-6.4
COc1ccc(S(=O)(=O)N(C)C[C@H]2Oc3cc(C4=CCCC4)ccc3S(=O)(=O)N([C@@H](C)CO)C[C@@H]2C)cc1	57	8	-59	-0.9
N#Cc1ccc(-c2ccc([C@@H]3[C@H](CO)N4CCCCN(S(=O)(=O)c5ccccc5)C[C@@H]34)cc2)cc1	u	1	-6	-0.1
C[C@H]1CN([C@@H](C)CO)C(=O)Cc2cc(NC(=O)c3ccncc3)ccc2O[C@H]1CN(C)Cc1ccc2c(c1)OCO2	23	-1	-4	-1.0
C[C@@H]1CN([C@H](C)CO)C(=O)Cc2cc(NS(=O)(=O)c3ccccc3)ccc2O[C@@H]1CN(C)Cc1ccccc1	61	-8	-22	2.4
C[C@@H]1CN([C@H](C)CO)S(=O)(=O)c2ccc(C#Cc3ccccc3)cc2O[C@@H]1CN(C)C(=O)c1ccccn1	46	4	-60	x
CC(C)CC#Cc1ccc2c(c1)O[C@@H](CN(C)C(=O)C1CCC1)[C@@H](C)CN([C@@H](C)CO)S2(=O)=O	105*	9	-51	2.9
Cc1ccccc1S(=O)(=O)N(C)C[C@H]1OCc2ccccc2-c2c(n(C)c3ccccc23)C(=O)N([C@H](C)CO)C[C@H]1C	90	x	-84*	-0.9
Cc1noc(C)c1S(=O)(=O)Nc1ccc2c(c1)CC(=O)N([C@H](C)CO)C[C@H](C)[C@@H](CN(C)C(=O)NC(C)C)O2	28	3	29	0.3
C[C@H](CO)N1C[C@H](C)[C@@H](CN(C)S(=O)(=O)c2cccs2)OCc2ccccc2-c2ccccc2C1=O	24	-3	30	1.1
COc1ccc(C#Cc2ccc3c(c2)[C@H]2[C@H](CCN2Cc2ccncc2)[C@@H](CO)N3)cc1	x	5	-92*	2.9
CCCNC(=O)N(C)C[C@H]1Oc2cc(-c3ccccc3)ccc2S(=O)(=O)N([C@@H](C)CO)C[C@H]1C	89	-7	0	-1.4
O=C(CCN1CCCCC1)NCC[C@H]1CC[C@H](NC(=O)C2CCC2)[C@H](CO)O1	x	1	2	1.0
CN1C(=O)c2cc(NC(=O)NC3CCCC3)ccc2OC[C@H]2O[C@@H](CC(=O)NC3CCC3)CC[C@@H]21	24	-2	8	-0.9
C[C@@H]1CN([C@H](C)CO)C(=O)Cc2cc(NC(=O)Cc3ccccc3)ccc2O[C@@H]1CN(C)S(=O)(=O)c1ccccc1	-14	2	-35	1.0
COCC#Cc1ccc([C@H]2[C@@H](CO)N3C(=O)CN(C(=O)Nc4ccc(F)cc4)C[C@H]23)cc1	x	-5	-11	-2.5
CN(C)CC(=O)Nc1ccc2c(c1)[C@H]1C[C@H](CC(=O)NC3CCCCC3)O[C@@H](CO)[C@H]1O2	-8	x	11	-1.5
C[C@H]1CCCCO[C@H](CN(C)CC2CCCCC2)[C@@H](C)CN([C@@H](C)CO)C(=O)c2cc(NS(=O)(=O)c3ccccc3)ccc2O1	87	17	-56	x
C[C@H]1CN([C@@H](C)CO)C(=O)c2cccc(NC(=O)c3nc4ccccc4s3)c2O[C@H]1CN(C)C(=O)Nc1ccccc1	68	-3	-24	0.2
C[C@H]1CN([C@@H](C)CO)C(=O)c2ccccc2-c2ccccc2CO[C@H]1CN(C)Cc1cccnc1	47	-2	12	0.5
O=C(C[C@H]1CC[C@H]2[C@@H](COC[C@@H](O)CN2CC2CCCCC2)O1)NCc1ccc(F)cc1	-1	15&13	x	1.2
C[C@@H]1CN([C@H](C)CO)C(=O)c2cccc(NC(=O)NC3CCCCC3)c2O[C@@H]1CN(C)Cc1ccc2c(c1)OCO2	12	-4	-28	0.3

Part of the list above in order of count of non-hydrogen atoms, low to high.
SMILES	Tcruzi prolif	C diff HTS	Pf Dd2 inh	GASC1 inh
CN(C)CC(=O)Nc1ccc2c(c1)[C@H]1C[C@H](CC(=O)NC3CCCCC3)O[C@@H](CO)[C@H]1O2	-8	x	11	-1.5
CN1C(=O)c2cc(NC(=O)NC3CCCC3)ccc2OC[C@H]2O[C@@H](CC(=O)NC3CCC3)CC[C@@H]21	24	-2	8	-0.9
C[C@H]1CN([C@@H](C)CO)C(=O)c2cccc(NC(=O)c3nc4ccccc4s3)c2O[C@H]1CN(C)C(=O)Nc1ccccc1	68	-3	-24	0.2

Continued.
SMILES	Tcruzi prolif	C diff HTS	Pf Dd2 inh	GASC1 inh
CCC(=O)N1CC2(C1)[C@H](c1ccccc1)[C@@H](CO)N2Cc1cccc(Cl)c1	x	4	-8	0.2
O=C(NCc1ccc(F)cc1)[C@@H]1[C@@H](CO)[C@@H]2Cn3c(cccc3=O)[C@H]1N2CC1CC1	49	-1	6	0.1
CC=Cc1ccc2n(c1=O)C[C@@H]1[C@@H](CO)[C@H](C(=O)NCCc3ccncc3)[C@H]2N1CCc1ccccc1 (mixture of isomers)	x	-1	18	0.2
CCC(=O)N[C@@H]1CC[C@@H](CCn2cc(-c3cccc(OC)c3)nn2)O[C@@H]1CO	-2	4	2	0.9
O=C(Nc1ccc(F)cc1)N1CCCCN2[C@H](C1)[C@H](c1ccc(C#Cc3ccccc3)cc1)[C@@H]2CO	123*	-4	-89*	-3.2
Cc1ccc(S(=O)(=O)N(C)C[C@@H]2Oc3ccc(NS(C)(=O)=O)cc3C(=O)N([C@@H](C)CO)C[C@@H]2C)cc1	-46	-3	10	0.1
CN(C)C(=O)C[C@H]1C[C@H]2c3cc(NC(=O)C4CCC4)ccc3O[C@H]2[C@@H](CO)O1	17	-3	15	-2.5
Cc1noc(C)c1S(=O)(=O)N(C)C[C@H]1OCCCC[C@@H](C)Oc2ccc(NC(=O)Cc3ccccc3)cc2C(=O)N([C@@H](C)CO)C[C@H]1C	54	-2	-44	-1.8
COc1ccc(S(=O)(=O)Nc2ccc3c(c2)CC(=O)N([C@@H](C)CO)C[C@@H](C)[C@H](CN(C)Cc2ccc(Oc4ccccc4)cc2)O3)cc1	33	70	u	-0.9
N#C[C@@H]1[C@@H](c2ccccc2-c2ccccc2)[C@H](CO)N1C(=O)NC1CCCCC1	x	4	-22	16
C[C@@H]1CN([C@@H](C)CO)C(=O)c2cc(NC(=O)C3CC3)ccc2O[C@H]1CN(C)C(=O)Nc1ccccc1	3	-3	-2	-0.9
CC(C)C#Cc1cnc2c(c1)C(=O)N([C@@H](C)CO)C[C@@H](C)[C@H](CN(C)C(=O)c1cccnc1)O2	25	3	30	-1.5
CN1C(=O)c2cc(NC(=O)c3cccs3)ccc2OC[C@H]2O[C@@H](CC(=O)O)CC[C@H]21	4	-3	7	1.7
Cc1noc(C)c1NC(=O)N1C[C@H](O)COC[C@H]2O[C@@H](CC(=O)NCC3CCCCC3)CC[C@@H]21	-8	5	9	-0.9
Cc1ccccc1-c1ccc([C@H]2[C@H]3CN(C(=O)Nc4ccc(F)cc4)CCCCN3[C@H]2CO)cc1	101*	17	-32	-0.4
O=C(C[C@@H]1CC[C@H]2[C@@H](COC[C@H](O)CN2Cc2cc(F)ccc2F)O1)N1CCc2ccccc2C1	-4	54&-6	-1	-0.9
C[C@@H](NC(=O)C[C@@H]1C=C[C@H](NC(=O)Cc2ccccn2)[C@@H](CO)O1)c1ccccc1	29	-7	-11	-0.1
O=C1CNC[C@H]2[C@H](c3ccc(C#CC4CCCCC4)cc3)[C@H](CO)N12	x	16	-8	-1.0
Cc1ccc(S(=O)(=O)Nc2cccc3c2O[C@@H](CN(C)CC2CCCCC2)[C@@H](C)CN([C@@H](C)CO)C3=O)cc1	-2	1	5	2.0
CCCNC(=O)N(C)C[C@H]1Oc2cc(-c3ccc(C)cc3)ccc2S(=O)(=O)N([C@H](C)CO)C[C@@H]1C	6	-6	-31	1.0
C[C@@H]1CN([C@H](C)CO)C(=O)c2cccc(NC(=O)C3CCOCC3)c2O[C@H]1CN(C)Cc1ccc(C(=O)Nc2ccccc2N)cc1	x	1	-74	-5.6
Cc1noc(C)c1NC(=O)N[C@@H]1CC[C@H](CCNC(=O)C2CC2)O[C@H]1CO	x	-4	9	-3.2
COc1ccccc1CN1[C@@H]2CNC[C@H]1C2c1ccc(-c2cccc(C#N)c2)cc1 (stereo partly specified)	x	17&-3	-34&-67	16&0.0
CC(C)CC#Cc1ccc2c(c1)O[C@@H](CN(C)S(=O)(=O)c1cccc(F)c1)[C@H](C)CN([C@H](C)CO)S2(=O)=O	121*	8	-56	2.3
COc1ccc(-c2ccc3c(c2)[C@@H]2[C@@H](CCN2S(=O)(=O)c2ccccc2F)[C@@H](CO)N3)cc1	23	-22	-40	-0.7
CNC[C@H]1Oc2ccc(NC(=O)Nc3cccc4ccccc34)cc2CC(=O)N([C@H](C)CO)C[C@@H]1C	5	0	-47	-2.1
CCNC(=O)C[C@H]1CC[C@@H]2[C@H](COC[C@H](O)CN2C(=O)C2CCCC2)O1	-1	x	15	1.2
C[C@@H]1CCCCO[C@@H](CN(C)S(=O)(=O)c2cccs2)[C@H](C)CN([C@H](C)CO)C(=O)c2cc(NC(=O)C3CCCCC3)ccc2O1	31	7	-77	-0.5
O=C(c1cccnc1)N1C[C@@H]2[C@H](c3ccccc31)[C@@H](CO)N2C(=O)CN1CCOCC1	1	-1	30	1.3
C[C@@H]1CN([C@H](C)CO)S(=O)(=O)c2ccc(-c3cccnc3)cc2O[C@@H]1CN(C)C(=O)CC1CC1	16	1	15	-0.5

Quoted at random: 4 records from the list
SMILES	Tcruzi prolif	C diff HTS	Pf Dd2 inh	GASC1 inh
O=C(c1cccnc1)N1C[C@@H]2[C@H](c3ccccc31)[C@@H](CO)N2C(=O)CN1CCOCC1	1	-1	30	1.3
CNC[C@H]1Oc2ccc(NC(=O)Nc3cccc4ccccc34)cc2CC(=O)N([C@H](C)CO)C[C@@H]1C	5	0	-47	-2.1
C[C@@H]1CCCCO[C@@H](CN(C)S(=O)(=O)c2cccs2)[C@H](C)CN([C@H](C)CO)C(=O)c2cc(NC(=O)C3CCCCC3)ccc2O1	31	7	-77	-0.5
CCNC(=O)C[C@H]1CC[C@@H]2[C@H](COC[C@H](O)CN2C(=O)C2CCCC2)O1	-1	x	15	1.2

No enrichment for hits (roughly 7% active in at least one column).
